CFTR F508del cor: F508del CFTR correction, initial screen, CFBE line, single point; CFBE cells, YFP halide quenching; stimulated with forskolin plus potentiator P3; % fluorescence drop versus neutral controls; activity (quench increase), % at 7.58 µM; 0.36% of 350,000 active; AID 720511, 2013;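 active means mean added fluorescence quench of at least 8% versus neutral control, with both replicates also reaching 8%; inconclusive means only one of the mean or replicate conditions met; inactive means mean below 8% and not both replicates reaching 8%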;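 further: cells transiently co-express mutant CFTR-F508del with the halide-sensitive YFP; corrector assay measuring rescue of mutant channel to the surface after 24 h compound exposure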
DENV2 CPE: inhibitors of DENV2 cytopathic effect, primary screen, cell-based, plate reader, single concentration; DENV2-infected cells, cytopathic effect rescue; CPE inhibition, % at 9.99 µM; 1.7% of 350,000 active; in the data active means CPE inhibition above about 20%, passing the limit was not always enough; inconclusive means no clear call, values can overlap the other calls; tested in BHK-21 cells;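 further: 0% = median of neutral control wells and 100% = median of positive control wells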
ERAP1 inh: human ERAP1 aminopeptidase inhibitors, primary screen, biochemical, single point, plate reader. 0.15% of 340,000 active. inhibition, % at 10.7 µM. AID 652197, 2013. recombinant ERAP1, Leu-AMC fluorescence, 60 min;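 active means mean replicate inhibition of at least 30%, or all replicates individually reaching that 30% level; inactive means mean below 30% and not every replicate reaching it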;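 further: 0% = neutral control wells and 100% = L-leucinethiol positive control wells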
miR122 inh: miR-122 Renilla sensor signal increase in Huh7, primary screen, miR-122 inhibitor project, cell-based, single point, plate reader | Huh7 miR-122 Renilla luciferase sensor, 48 h; neutral wells = 0, positive control = 100 | activation (reporter increase), % at 12.5 µM | 0.3% of 340,000 active | AID 602342, 2012;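 active means mean replicate activation score at least 90 and every replicate individually at or above 90; inconclusive means only one of the two criteria met; inactive means neither criterion met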;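 further: higher luciferase means less miR-122 activity so hits act as miR-122 inhibitors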
SIRT5 block: SIRT5 desuccinylase inhibitors, primary screen, biochemical, fluorescence imaging, single point, set 5. 1.1% of 330,000 active. inhibition, % at 15 µM. Purified SirT5, succinyl-peptide AMC, trypsin-coupled fluorescence. AID 652115, 2013; in the data active means inhibition above about 15%; inconclusive means no clear call, values can overlap the other calls
Target sequence (Q9NXA8 whole entry, looked up): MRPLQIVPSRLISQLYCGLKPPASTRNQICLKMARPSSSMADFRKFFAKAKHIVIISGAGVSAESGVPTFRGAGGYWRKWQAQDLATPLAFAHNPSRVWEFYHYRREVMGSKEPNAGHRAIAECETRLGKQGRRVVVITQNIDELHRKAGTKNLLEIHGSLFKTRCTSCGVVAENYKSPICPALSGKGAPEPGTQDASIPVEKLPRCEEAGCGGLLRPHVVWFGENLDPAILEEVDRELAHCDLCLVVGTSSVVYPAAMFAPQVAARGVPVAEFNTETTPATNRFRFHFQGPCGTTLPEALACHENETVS
ERp5 inh: inhibitors of ERp5-driven insulin aggregation, primary screen, biochemical, turbidity, absorbance 650 nm, single point; Protein disulfide-isomerase A6 (Homo sapiens), Q15084; 90 min; inhibition, % at 9.99 µM; 0.05% of 350,000 active;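 active means mean replicate inhibition above about 25%, with every replicate also reaching it, limit read from the data, passing the limit was not always enough; inconclusive means only one of those two criteria met; inactive means neither criterion met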
Target sequence (Q15084 whole entry, looked up): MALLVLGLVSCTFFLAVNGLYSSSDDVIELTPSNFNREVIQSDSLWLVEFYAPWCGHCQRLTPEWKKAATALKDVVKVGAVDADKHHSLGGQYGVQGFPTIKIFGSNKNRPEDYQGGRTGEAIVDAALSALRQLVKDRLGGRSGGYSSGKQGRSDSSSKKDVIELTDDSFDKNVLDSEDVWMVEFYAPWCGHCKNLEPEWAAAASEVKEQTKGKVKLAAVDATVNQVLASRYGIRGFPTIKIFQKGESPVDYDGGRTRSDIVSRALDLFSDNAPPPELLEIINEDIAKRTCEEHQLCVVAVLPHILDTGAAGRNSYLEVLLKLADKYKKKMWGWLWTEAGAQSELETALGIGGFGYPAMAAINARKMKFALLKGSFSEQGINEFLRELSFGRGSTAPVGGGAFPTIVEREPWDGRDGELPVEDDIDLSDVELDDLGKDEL
CASP6 VEID inh: human caspase-6 inhibitors, primary screen, biochemical, VEID-R110 fluorescence, single point, set 2; inhibition, % at 12.5 µM; 0.53% of 350,000 active; AID 686996, 2013; purified caspase-6, Z-VEID-R110 cleavage fluorescence;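 active means mean inhibition across replicates at least about 35%, with every replicate also reaching that limit, limit read from the data; inconclusive means only one of the two criteria met; inactive means neither criterion met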;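 further: 0% = median of neutral control wells and 100% = no fluorescence left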
Target sequence (P55212 24-179 limits assumed): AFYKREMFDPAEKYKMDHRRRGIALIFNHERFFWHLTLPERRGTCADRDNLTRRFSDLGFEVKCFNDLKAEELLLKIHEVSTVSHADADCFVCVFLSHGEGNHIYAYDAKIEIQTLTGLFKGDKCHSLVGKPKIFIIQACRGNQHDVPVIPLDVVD
Target sequence (P55212 194-293 limits assumed): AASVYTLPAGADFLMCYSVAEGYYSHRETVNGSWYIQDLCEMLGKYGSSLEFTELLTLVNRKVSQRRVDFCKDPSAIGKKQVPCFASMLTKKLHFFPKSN
Numbers without * were called inactive; ? = inconclusive; / = no result given; & = joins results of further samples; [ ] = dose if it differs, or a comment.

SMILES	CFTR F508del cor	DENV2 CPE	ERAP1 inh	miR122 inh	SIRT5 block	ERp5 inh	CASP6 VEID inh
O=C(CN1C(=O)S/C(=C\c2ccc(Cl)cc2)C1=O)NC1C=CS(=O)(=O)C1 (stereo not given)	-2.5	6	0	-4	0	/	4
N#C[C@@H]1[C@@H](c2ccc(C3=CCCCC3)cc2)[C@@H](CO)N1S(=O)(=O)c1ccccc1	-0.8	-1	-1	/	6	2	-2
CC1(C)C2(C#N)C(=O)NC(=O)C12C#N (stereo not given)	-2.2	?	-1	-8	/	3	12
C[C@@H]1CCCCO[C@H](CN(C)S(=O)(=O)c2ccccc2)[C@@H](C)CN([C@@H](C)CO)C(=O)c2cc(NC(=O)Nc3cccc4ccccc34)ccc2O1	2.3	-8	-4	0[16.7 µM]	0	-2	-2
Cc1cc(C)cc(NC(=O)CSc2nnc(NC(=O)C3CC3)s2)c1	-3.7	0	-3	2	-3	1	-8
CCCNC(=O)N1CC2(CCN(C(=O)c3cnccn3)CC2)c2c([nH]c3cc(OC)ccc23)[C@@H]1CO	-4.5	-4	1	/	1	-4	0
C[C@@H]1CN([C@H](C)CO)S(=O)(=O)c2ccc(C#Cc3ccc(F)cc3)cc2O[C@@H]1CN(C)S(=O)(=O)c1cn(C)cn1	0.0	9	-3	34[16.7 µM]	1	3	3
Cc1cccc(CCNC(=O)CNS(=O)(=O)c2ccc3nc(C)sc3c2)c1	0.5	-3	-2	-8	-2	-3	/
O=C(CSc1ccccc1)N1CCN(S(=O)(=O)c2cccs2)CC1	1.2	0	0	/	-3	0	2
O=C1OC(c2ccccc2)=CC1=Cc1ccccc1O	-3.1	-3	-4	1	-1	4	/
NC(=O)c1cc([N+](=O)[O-])ccc1NCCc1ccccc1	2.6	-1	-2	-4	-1	3	2
Cc1cccc(C)c1NC(=O)COC(=O)C1CC(=O)N(Cc2ccccc2)C1 (stereo not given)	-3.0	4	-4	-6	5	1	11
CO[C@H]1CC[C@H]2CCN(C)C(=O)[C@H](C)N(C)C(=O)c3cc(C#N)ccc3OC[C@H]1O2	/	-1	-1	/	4	8	6
COc1ccc(CCn2c(-c3ccc(OC)cc3)nc3c(c(=O)c4ccccc4n3C)c2=O)cc1	1.1	8	2	/	-1	1	1
COc1ccc(Nc2nnc(SCC(=O)NC3CC3)s2)cc1	1.2	?	-3	-7	3	-2	-1
COc1cc(NC(=O)CCc2nnc3ccc(N4CCCC4)nn23)cc(OC)c1OC	-1.2	-3	3	-3	-4	-4	1
Cc1ccc(NC(=O)Nc2cccc(C)n2)cc1	-4.1	-1	-4	15	-2	0	-2
COc1ccc(CN2[C@@H](CC(=O)O)c3cc(C(F)(F)F)ccc3S2(=O)=O)cc1	-1.4	-5	3	/	-2	5	-1
Cc1ccc(OCC(=O)Nc2ccc3c(c2)nc(CCN2CCN(c4ccccn4)CC2)n3C)cc1	-0.1	8	-2	-6	-1	7	-6
CN1C(=O)c2cc(NC(=O)C3CC3)ccc2OC[C@H]2O[C@H](CC(=O)NCc3ccccc3F)CC[C@H]21	-1.4	?	0	2[16.7 µM]	2	7	3
O=S(=O)(Cc1cc(-c2ccccc2Cl)no1)c1ccccc1	-1.1	3	2	2	1	1	-2
Cc1c(NC(=O)C(C)OC(=O)CCc2c[nH]c3ccccc23)c(=O)n(-c2ccccc2)n1C (stereo not given)	0.5	1	2	-10	-5	-4	2
Cc1ccccc1-c1cnc2c(c1)C(=O)N([C@H](C)CO)C[C@@H](C)[C@@H](CN(C)C(=O)c1ccc(F)cc1)O2	0.0	0	3	/	4	5	7
COCCn1c(SCC(=O)Nc2ccc3c(c2)OCCO3)nnc1C(C)C	-3.3	22*	-3	/	0	0	4
Cc1cc(C)c2c(N)c(C(=O)Nc3ccc(C)c(C)c3)sc2n1	-1.6	-7	0	-10	2	-2	-3
Cc1ccc(CNC(=O)C(=O)NCCCn2ccnc2)cc1	-4.1	-7	1	/	6	-5	-2
CCOC(=O)[C@]12CCCC=C1N(Cc1ccccc1)C(=O)[C@H](CC(=O)N1CCCC1)C2	4.6	-12	-2	/	/	3	-2
CC(C)N(Cc1nnc(-c2ccccc2Cl)o1)C(=O)COc1cccc(Cl)c1	1.8	-3	1	3	/	1	-2
Cc1nc(C)c(/C(O)=C/c2nc3ccccc3oc2=O)s1	/	-4	0	/	/	4	4
COc1ccccc1C(=O)COC(=O)c1cccc(S(=O)(=O)N2CCCC2)c1	0.0	-2	0	/	1	-6	3
C[C@@H]1CN([C@H](C)CO)C(=O)Cc2cc(NC(=O)Nc3ccc4c(c3)OCO4)ccc2O[C@@H]1CN(C)S(=O)(=O)c1ccc(Cl)cc1	1.6	-1	1	-5[16.7 µM]	-3	6	4
COCCNC(=O)C[C@@H]1C[C@H]2c3cc(NC(=O)Nc4ccc(C(F)(F)F)cc4)ccc3O[C@H]2[C@H](CO)O1	-7.6	5	-3	3[16.7 µM]	9	-4	3
CN(Cc1ccccc1)C(=O)[C@@H]1CCCN1C(=O)[C@@H]1CCCN1C(=O)c1ccccc1	-1.3	-5	/	/	-1	3	-4
CC1CCN(C(=O)/C(=C\c2ccccc2)NC(=O)c2ccccc2)CC1	0.6	-1	-5	4	-2	-2	-4
CCN1CCN(C(=O)Cn2nc(C)c3sc4ccccc4c3c2=O)CC1	-2.6	9	-4	-10	2	1	0
CN(C1(C)CCS(=O)(=O)C1)S(=O)(=O)c1cccc([N+](=O)[O-])c1 (stereo not given)	-0.2	-4	3	-1	-1	-2	1
COc1cc(/C=C2\C(=O)N(c3ccc(S(N)(=O)=O)cc3)N=C2C)ccc1OC(=O)c1ccco1	2.3	2	8	/	2	3	34
CO[C@H]1CN(C)C(=O)c2ccc(NC(=O)C3CCOCC3)cc2OC[C@H](C)N(Cc2nccs2)C[C@H]1C	-0.9	-2	-1	/	1	2	-1
COc1ccc(N(CC(=O)NN=C2CCCCCCC2)S(=O)(=O)c2ccccc2)cc1	2.3	6	2	/	-3	5	1
CCC(=O)N1C[C@@H](O)COC[C@H]2O[C@@H](CC(=O)N3CCCCC3)CC[C@@H]21	-3.8	1	2	8[16.7 µM]	6	1	-1
CCN(Cc1ccccc1)C(=O)c1nn(-c2ccc(OC)cc2)c(=O)c2c1c1ccccc1n2C	-2.3	3	3	-12	-4	6	0
Cc1ccccc1-c1cnc2c(c1)C(=O)N([C@H](C)CO)C[C@@H](C)[C@@H](CN(C)C(=O)c1ccccc1)O2	-0.3	23	1	-1[16.7 µM]	2	2	2
COc1ccc(S(=O)(=O)N(C)C[C@@H]2OCCCC[C@H](C)Oc3ccc(NC(=O)c4ccccc4)cc3C(=O)N([C@@H](C)CO)C[C@H]2C)cc1	-2.2	7	-5	3[16.7 µM]	2	3	-2
Cc1cn2c(N)c(/C=C3\C=Nc4ccccc43)c(=O)nc2s1	0.2	4	/	/	-3	4	-7
O=C(N/C=C\n1cnc2cc(C(F)(F)F)ccc21)c1ccc([N+](=O)[O-])cc1	-0.7	-3	1	-1	0	6	-3
C[C@H](CO)N1C[C@H](C)[C@H](CN(C)Cc2ccccc2)Oc2ccc(NS(=O)(=O)c3ccc(Cl)cc3)cc2CC1=O	-0.8	28*	1	-6[16.7 µM]	0	1	0
Cc1ccc([C@@H]2C[C@H]3CN(Cc4cccc(Cl)c4)C(=O)[C@]34CCCN24)o1	-0.4	11	2	-6	-4	-7	0
CC(=O)c1c(C)oc2c1cc(NS(=O)(=O)c1ccc(C(=O)O)cc1)c1ccccc12	0.6	11	1	2	-5	-1	15
O=C(NCc1nnnn1-c1ccc(Cl)cc1)C(=O)c1c[nH]c2ccccc12	11*	3	-3	2	3	1	5
O=C(c1cccnc1)N1CC(=O)N2[C@H](CO)[C@@H](c3ccc(C#CCC4CCCC4)cc3)[C@@H]2C1	0.2	3	-2	/	-2	-2	-1
CC1(C)Cc2c(cnn2-c2cccc(F)c2)C(NC(=O)c2ccc(=O)[nH]n2)C1 (stereo not given)	-0.3	-6	0	-3	0	-2	-1
O=C(N=C1SC2CS(=O)(=O)CC2N1c1ccc(F)cc1)C1CC1 (stereo not given)	2.0	5	-2	-1	-4	5	-2
O=C(Cc1c(C(=O)O)[nH]c2ccccc12)NC1CCCC1	-3.5	-4	2	/	0	5	8
CCOc1cccc(/C=N/NC(=O)c2cc(-c3cccn3C)n[nH]2)c1O	5.0	6	1	/	0	19	-1
Cc1cccc(C(=O)N2CCC(=O)N(C(COCc3cccc(Cl)c3)Cc3ccccc3)CC2)c1 (stereo not given)	2.5	-10	2	4	0	-2	-2
CC12CCC(C(=O)Nc3ccc(Br)cn3)(OC1=O)C2(C)C (stereo not given)	-1.4	-3	3	7	-5	3	-2
Cc1ccnc2ccc(SC(F)(F)F)cc12	-2.5	11	6	-3	1	0	0
COCCNC(=O)C(=O)NCC1OCCN1C(=O)c1ccc(Cl)cc1 (stereo not given)	-1.7	-4	1	-2	-6	4	-3
N#Cc1ccc(-c2ccc(C3[C@@H]4CN(C(=O)Nc5ccc(C(F)(F)F)cc5)C[C@H]3N4)cc2)cc1 (stereo not given in full)	0.1&0.2	-3&-2	0&2	/	3&1	-3&-1	1&2
CCCC(=O)Nc1nnc([C@H]2C[C@H](O)[C@@H](CO)O2)s1	-1.0	2	0	-3	-1	-4	-1
Additional structures follow:
SMILES	CFTR F508del cor	DENV2 CPE	ERAP1 inh	miR122 inh	SIRT5 block	ERp5 inh	CASP6 VEID inh
COCCC(=O)N1CCCC(CCC(=O)NCc2ccc(F)c(F)c2)C1 (stereo not given)	-0.8	?	-1	-8	-4	-8	-2
CCN(C[C@@H]1N[C@@H](CO)[C@H]1c1ccc(-c2cccc(C#N)c2)cc1)C(C)=O	1.4	-11	1	0[16.7 µM]	0	-1	0
C[C@H]1CN([C@@H](C)CO)C(=O)CCCn2nncc2CO[C@H]1CN(C)C(=O)Nc1ccc(N2CCCCC2)cc1	-0.9&-1.2&-3.6	18&-4	-1&-1	2	-3&2	6&-5	-1&-3
C/C=C/c1cnc2c(c1)C(=O)N([C@@H](C)CO)C[C@@H](C)[C@@H](CN(C)C(=O)c1cnccn1)O2	-2.3	2	0	9[16.7 µM]	-2	-1	1
O=C(C[C@@H]1C=C[C@@H](NC(=O)C2CCC2)[C@H](CO)O1)NCC1CC1	1.3	1	0	/	-2	0	1
OCCN1CCN(C(=S)Nc2ccc(SC(F)F)cc2)CC1	0.1	-1	5	/	-1	9	-2
C/C=C/c1ccc2c(c1)O[C@H](CN(C)C(=O)NC(C)C)[C@H](C)CN([C@@H](C)CO)S2(=O)=O	0.7	-5	-1	9[16.7 µM]	-1	0	0
Cc1cccc(C(=O)NCC(=O)OCC(=O)NCCNC(=O)COC(=O)CNC(=O)c2cccc(C)c2)c1	1.8	6	-9	/	-4	-3	2
C[C@H](C(=O)N(C)C[C@@H]1OCc2ccccc2-c2c(n(C)c3ccccc23)C(=O)N([C@@H](C)CO)C[C@H]1C)c1ccccc1	-0.3	2	4	/	-2	-14	1
O=C(CCNC(=O)c1ccc(Br)cc1)Nc1cccc(S(=O)(=O)N2CCCC2)c1	1.6	9	1	-2	3	-2	0
Cc1nc2c(sc(=S)n2Cc2ccco2)c(=O)n1CC(=O)Nc1ccccc1F	1.6	-1	3	-3	4	8	3

Some of these compounds in order of count of non-hydrogen atoms, lowest first.
SMILES	CFTR F508del cor	DENV2 CPE	ERAP1 inh	miR122 inh	SIRT5 block	ERp5 inh	CASP6 VEID inh
OCCN1CCN(C(=S)Nc2ccc(SC(F)F)cc2)CC1	0.1	-1	5	/	-1	9	-2
O=C(CCNC(=O)c1ccc(Br)cc1)Nc1cccc(S(=O)(=O)N2CCCC2)c1	1.6	9	1	-2	3	-2	0
Cc1cccc(C(=O)NCC(=O)OCC(=O)NCCNC(=O)COC(=O)CNC(=O)c2cccc(C)c2)c1	1.8	6	-9	/	-4	-3	2

Assay outcomes from PubChem.
